HGIII-sPLA2 inh: human group III sPLA2 inhibitors, primary screen, biochemical, QFRET, BODIPY PC-A2 liposome substrate; Group 3 secretory phospholipase A2 (Homo sapiens), Q9NZ20; QFRET BODIPY PC-A2 liposome hydrolysis, fluorescence; inhibition, % at 12.2 µM; 370,000 compounds, 0.56% hits; AID 743126, 2013;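 active means inhibition above mean plus 3 SD of compounds lying within the high and low control bounds, cut at about 19% in these data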;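 further: 0% = median of test compound wells and 100% = no enzyme DMSO wells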
SMARCA2 act: SMARCA2 (BRM) function activators, primary screen, cell-based, luminescence, high throughput. MG213 cells, MMTV-luciferase reporter, dexamethasone, overnight. 370,000 compounds, 1% hits. AID 652017, 2013. activation, % at 9.1 µM; in the data active means activation above about 7.8%;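 further: 0% = vehicle wells and 100% = reference activator wells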
NPR2 activator: human GC-B receptor activators, primary screen, HEK293 GC-B cells, cGMP TR-FRET, EC30 CNP; Atrial natriuretic peptide receptor 2 (Homo sapiens), P20594; 0% at EC30 CNP, 100% saturating CNP; activation, % at 10 µM; 370,000 compounds, 0.11% hits;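 active means activation at 10 µM reaching about 35% in either raw or pattern-adjusted values, limit read from the data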
DAX1 inh-1: DAX1 (NR0B1) inhibitors, primary screen, cell-based, HEK293, Gal4-DAX1, luciferase luminescence | AID 504766, 2011 | 340,000 compounds, 0.99% hits | Nuclear receptor subfamily 0 group B member 1 (Homo sapiens), P51843 | HEK293 Gal4-DAX1 luciferase reporter | inhibition, % at 6.75 µM;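 active means inhibition above the mean over all tested compounds plus 3 SD, cut at about 4.2% in these data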;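 further: 0% = DAX1-transfected cells with DMSO and 100% = empty-vector control cells with DMSO; inhibition shows as a rise in luminescence from relieved DAX1 repression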
Target sequence (P51843 207-470 limits assumed): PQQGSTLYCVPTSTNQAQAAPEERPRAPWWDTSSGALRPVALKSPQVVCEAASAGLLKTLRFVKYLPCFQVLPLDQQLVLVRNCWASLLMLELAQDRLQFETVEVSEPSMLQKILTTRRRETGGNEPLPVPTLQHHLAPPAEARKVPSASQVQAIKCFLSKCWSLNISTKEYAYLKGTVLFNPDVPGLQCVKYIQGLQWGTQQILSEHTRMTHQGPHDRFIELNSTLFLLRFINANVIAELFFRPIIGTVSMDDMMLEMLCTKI
hcDAF-12 act: H. contortus DAF-12 nuclear receptor activators, primary screen, cell-based, luminescence, HEK293, lit1-tk-luc reporter | HEK293 hcDAF-12 lit1-tk-luc reporter; 0% DMSO, 100% Δ7-dafachronic acid | activation, % at 6.8 µM | 370,000 compounds, 1.4% hits;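 active means activation above the mean of all tested compounds plus 3 SD, cut at about 5.5% in these data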;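 further: 100% = response to 3 µM Δ7-dafachronic acid high control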
hgDAF12 agonist: H. glycines DAF-12 receptor agonists, primary screen, cell-based, luminescence, HEK293, GAL4 fusion, UAS-luciferase | HEK293 GAL4-hgDAF12 UAS-luciferase reporter, agonist luminescence; normalized to butyrate control | activation, % at 6.8 µM | 370,000 compounds, 1.8% hits;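 active means activation above a cutoff set at the mean of all screened compounds plus 3 SD, cut at about 10% in these data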;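 further: 0% = DMSO wells and 100% = sodium butyrate wells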
DAX1 inh-2: DAX1 (NR0B1) inhibitors on StAR promoter, primary screen, cell-based, luminescence, SF-1 (NR5A1), full-length DAX-1; HEK293T StAR-luciferase reporter, SF-1/DAX-1 repression relief; inhibition, % at 6.8 µM; 370,000 compounds, 1.1% hits; AID 652010, 2013;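 active means inhibition above the mean over all tested compounds plus 3 SD, cut at about 3.6% in these data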;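 further: 0% = DAX-1 cells with DMSO and 100% = cells lacking DAX-1 with DMSO; higher inhibition means more luminescence from relief of DAX-1 repression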
GC-A act: GC-A stimulated cGMP production enhancers – HEK293 GC-A cells, cGMP TR-FRET, EC30 ANP, primary screen; Atrial natriuretic peptide receptor 1 (Homo sapiens), P16066; 0% at EC30 ANP, 100% saturating ANP; activation, % at 10 µM; 370,000 compounds, 0.14% hits; AID 1671463, 2021; in the data active means activation above about 40%
ssDAF-12 act: S. stercoralis DAF-12 nuclear receptor activators, primary screen, cell-based, luminescence, HEK293, GRIP1 co-expression, lit1-tk-luc | HEK293 ssDAF-12/GRIP1 lit1-tk-luc reporter; % of 3 µM dafachronic acid response | 370,000 compounds, 1% hits | activation, % at 6.8 µM | Nuclear hormone receptor DAF-12 (Strongyloides stercoralis);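 active means activation above the mean over all tested compounds plus 3 SD, cut at about 0.9% in these data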;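 further: 0% = DMSO-only wells and 100% = 3 µM delta7-dafachronic acid wells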
GAA850 FXN act: FXN promoter activators, primary screen, cell-based, luciferase luminescence, HEK293 lucGAA850 | HEK293 lucGAA850 FXN promoter luciferase reporter, 24 h; percent of 10 µM SAHA response | activation, % at 6 µM | 360,000 compounds, 0.56% hits | AID 540364, 2011;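 active means activation above the average of all compounds screened plus 3 SD, cutoff fixed separately per campaign, cut at about 7.5% in these data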;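 further: 0% = DMSO wells and 100% = 10 µM SAHA wells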
ADAM10 inh: human ADAM10 inhibitors, primary screen, biochemical, QFRET, HTS; inhibition, % at 7 µM; Disintegrin and metalloproteinase domain-containing protein 10 (Homo sapiens), O14672; recombinant ADAM10, EDANS/DABCYL FRET peptide cleavage, 3 h; 370,000 compounds, 0.62% hits;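 active means inhibition above a per-campaign cutoff equal to the mean of compounds falling between control-based bounds plus 3 SD, cut at about 20% in these data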;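 further: 0% = DMSO wells while the 100% control is not disclosed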
Target sequence (O14672 214-748 limits assumed): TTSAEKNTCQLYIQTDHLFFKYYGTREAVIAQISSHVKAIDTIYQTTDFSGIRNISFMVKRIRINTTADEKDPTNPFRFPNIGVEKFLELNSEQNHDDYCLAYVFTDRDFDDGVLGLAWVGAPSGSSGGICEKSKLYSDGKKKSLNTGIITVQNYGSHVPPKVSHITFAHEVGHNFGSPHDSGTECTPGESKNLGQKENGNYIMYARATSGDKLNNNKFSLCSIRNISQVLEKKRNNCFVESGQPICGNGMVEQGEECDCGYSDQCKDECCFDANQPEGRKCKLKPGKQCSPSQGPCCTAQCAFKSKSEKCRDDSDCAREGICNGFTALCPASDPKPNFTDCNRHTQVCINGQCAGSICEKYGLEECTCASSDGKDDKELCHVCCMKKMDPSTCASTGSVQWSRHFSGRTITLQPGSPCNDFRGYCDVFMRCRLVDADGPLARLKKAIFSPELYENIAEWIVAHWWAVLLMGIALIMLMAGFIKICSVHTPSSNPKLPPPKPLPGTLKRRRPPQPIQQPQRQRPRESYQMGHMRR
Starred values were filed as active, the others as inactive; / = not tested or not shown.

SMILES | HGIII-sPLA2 inh | SMARCA2 act | NPR2 activator | DAX1 inh-1 | hcDAF-12 act | hgDAF12 agonist | DAX1 inh-2 | GC-A act | ssDAF-12 act | GAA850 FXN act | ADAM10 inh
CC(C)=CC(=O)OCC(=O)Nc1cc(C)ccc1C | 6 | -1 | 2 | 1.4 | -0.9 | -1.0 | 1.3 | 4 | -2.0 | -1.8 | 7
CC(=O)NC1C2CN3CCN(C2)CC1(Cc1ccccc1)C3 (centres undefined) | 1 | -2 | 0 | -0.9 | -1.4 | 1.1 | 0.6 | 0 | -1.5 | -0.9 | 1
N#Cc1c(NC(=O)CSc2nnc(-c3ccncc3)n2CC2CCCO2)sc2c1CCCC2 (centres undefined) | 2 | -3 | 0 | 1.2 | -2.0 | -0.7 | -0.4 | 1 | 0.6 | 2.1 | 11
CN(C)S(=O)(=O)c1cccc(NC(=O)COc2cccc3ccccc23)c1 | -34 | -3 | 4 | -0.8 | 2.0 | 2.2 | 0.2 | -2 | -1.3 | -0.3 | 7
COc1ccc(CCc2nnc(CCC(=O)NCc3cnc4ccccn34)o2)cc1 | 10 | -3 | 6 | 0.4 | -1.0 | -2.2 | -0.3 | 3 | -1.3 | 1.0 | -47
O=C(c1ccc(S(=O)(=O)NCC2CCCO2)cc1)N1CCN(c2cccc(Cl)c2)CC1 (centres undefined) | -8 | -2 | / | -2.5 | -3.0 | -3.6 | -1.7 | / | -1.8 | 2.1 | 8
Cc1ccc(S(=O)(=O)N2CCCCC2)cc1NC(=O)c1ccc2c(c1)OCO2 | -2 | -4 | 2 | -0.3 | -1.4 | -4.4 | -0.8 | 3 | -1.1 | 2.7 | 2
COc1ccc(-c2noc(N3CCC(C(=O)NCc4ccc(Cl)cc4)CC3)n2)cc1 | 10 | 0 | -8 | 1.2 | -0.1 | -0.4 | -0.5 | -4 | -1.2 | -0.4 | -4
O=C(CN1C(=O)C2CCCCC2C1=O)Nc1cc(C(F)(F)F)ccc1N1CCCC1 (centres undefined) | 4 | 1 | -5 | -0.1 | -1.9 | 0.8 | -0.3 | -1 | -0.6 | 2.3 | 0
O=C(Nc1ccc(S(=O)(=O)Nc2ncccn2)cc1)C12CC3CC(CC(C3)C1)C2 | -3 | 5 | 0 | -0.4 | 0.7 | -1.8 | 2.3 | 4 | 0.6 | -0.1 | 5
CCCCn1c(N)c(N(CCOC)C(=O)CN(C)S(=O)(=O)c2ccc(C)cc2)c(=O)[nH]c1=O | 3 | 3 | -4 | 1.1 | -1.8 | 0.6 | 1.4 | 2 | -1.0 | 0.9 | -2
Cc1ccc(S(=O)(=O)NCC(C)n2cncn2)cc1C (centres undefined) | 20* | -1 | 3 | -0.8 | 1.2 | 0.6 | 0.3 | 0 | -1.1 | -0.9 | 3
COc1ccccc1NC(=O)N1CCCC1C(=O)NCc1ccc2c(c1)OCO2 (centres undefined) | 2 | 1 | -5 | 1.0 | -1.6 | 1.6 | -0.2 | -1 | -0.8 | 2.2 | -5
Cc1ccc(N2C(=O)CC(c3c[nH]c4ccccc34)C2=O)cc1 (centres undefined) | -29 | -2 | -6 | 0.9 | 0.4 | 1.9 | -0.1 | 4 | -1.1 | -0.5 | -11
CS(=O)(=O)c1ccc(Cl)c(NC(=O)c2ccc(-n3cncn3)c([N+](=O)[O-])c2)c1 | 9 | -7 | -4 | 1.8 | -0.7 | -2.5 | -1.0 | -5 | -1.1 | 1.6 | -4
CC(C)OCc1c(C(=O)Nc2nccs2)oc2ccccc12 | -2 | -2 | 0 | -1.0 | 3.5 | 1.7 | -1.9 | 1 | 0.0 | 0.8 | -1
COc1ccccc1NC(=O)c1ccc(N)cc1 | 0 | 8 | 0 | 0.6 | 0.8 | 0.3 | -0.4 | -1 | -1.2 | -1.5 | -2
COc1ccc(OC)c(NC(=O)COC(=O)Cc2ccsc2)c1 | 5 | 0 | -1 | -0.4 | 0.3 | -4.9 | 0.4 | -6 | -1.4 | 4.3 | -5
CC1(C(=O)NS(=O)(=O)Cc2cccc(Cl)c2)CCN1C(=O)c1cccc(F)c1 (centres undefined) | -5 | -4 | 0 | / | 1.0 | 1.5 | -0.3 | 5 | -1.4 | 0.6 | 2
O=C(Nc1ccc(F)cc1)C1CCCCC1 | -4 | 1 | -4 | 2.6 | -0.6 | 1.7 | 0.1 | 0 | -0.9 | 1.5 | 3

Reprinted from the part before: 2 entries; new compounds follow.
SMILES | HGIII-sPLA2 inh | SMARCA2 act | NPR2 activator | DAX1 inh-1 | hcDAF-12 act | hgDAF12 agonist | DAX1 inh-2 | GC-A act | ssDAF-12 act | GAA850 FXN act | ADAM10 inh
CC1(C(=O)NS(=O)(=O)Cc2cccc(Cl)c2)CCN1C(=O)c1cccc(F)c1 (centres undefined) | -5 | -4 | 0 | / | 1.0 | 1.5 | -0.3 | 5 | -1.4 | 0.6 | 2
O=C(Nc1ccc(F)cc1)C1CCCCC1 | -4 | 1 | -4 | 2.6 | -0.6 | 1.7 | 0.1 | 0 | -0.9 | 1.5 | 3
CCOC(=O)C1Nc2ccccc2C2C(O)C(O)CC12 (centres undefined) | 4 | -1 | -4 | -0.5 | -1.6 | 0.6 | -0.4 | -4 | -1.3 | -1.9 | -6
CCCNC(=S)Nc1cccc(C(F)(F)F)c1 | 6 | -4 | 4 | -0.2 | -1.3 | 5.9 | 0.2 | -1 | -0.8 | 2.4 | 5
Cc1cc(NS(=O)(=O)c2ccc(NC(=O)NC3CCCCC3)cc2)no1 | -8 | 0 | 5 | -0.5 | -1.5 | -0.9 | 0.0 | -1 | -0.6 | -1.3 | 0
CCNC(=S)N1CCN(c2ccccn2)CC1 | 1 | 0 | -4 | -0.9 | 0.0 | 0.5 | 0.7 | -2 | -1.6 | 0.5 | -13
CC1CN(C(=O)COc2ccc3ccccc3c2Br)CC(C)O1 (centres undefined) | -8 | -2 | 3 | -0.5 | -2.7 | -2.6 | -0.5 | 0 | -1.5 | 0.9 | 0
CCOc1ccccc1NC(=O)COC(=O)Cc1cccs1 | -6 | -3 | -2 | 0.4 | -0.6 | 0.2 | 3.0 | -2 | -1.3 | 2.0 | -8
Cc1ccc(C(CC(=O)NCCCN(C)C)c2ccc(OC(C)C)cc2)cc1 (centres undefined) | -14 | -1 | -7 | 0.1 | -0.4 | 1.4 | 0.5 | -2 | -1.8 | 1.7 | -2
Cc1ccnc(SCc2cc(=O)c(OC(=O)c3cccs3)co2)n1 | 2 | 1 | 2 | 0.3 | 0.4 | -0.6 | -0.2 | 4 | -1.4 | 1.7 | -8
CC1CCCC(NC(=O)C2CCN(S(=O)(=O)N3CCCCC3)CC2)C1C (centres undefined) | 2 | 3 | 6 | 2.5 | -1.4 | -0.7 | 0.4 | 4 | -1.4 | -0.7 | 4
NN=C1C(=O)c2cccc3cccc1c23 | 3 | -1 | -2 | 0.0 | 2.1 | 3.4 | -0.4 | -3 | 0.3 | 3.6 | -10
COc1nnc(-c2ccc(N3CCCCC3)c(NC(=O)COc3ccccc3)c2)c2ccccc12 | 2 | -4 | 1 | 1.6 | 0.4 | -4.5 | -0.1 | 2 | -1.6 | 2.6 | 1
Cn1c(=O)c2c(nc(CN3CCN(C(c4ccccc4)c4ccccc4)CC3)n2CC(N)=O)n(C)c1=O | 3 | -2 | 0 | -0.7 | -0.1 | -3.0 | -0.1 | -3 | -0.9 | -0.4 | -5
CC1=C(C(=O)N(C)C)CC(CC(=O)NCCc2ccccn2)C(=O)N1CCC1=CCCCC1 (centres undefined) | 2 | 6 | 1 | 1.4 | -0.6 | 1.0 | 0.8 | 4 | -1.3 | 0.1 | -7
OCC(O)C(O)C(O)C(O)C1NCCS1 (centres undefined) | 7 | -1 | -4 | 0.5 | 0.1 | 1.0 | -0.6 | 0 | -0.9 | -1.9 | 5
CCO/C=N/c1c(C#N)c2c(c(=S)n1C)COC(C)(C)C2 | 15 | 2 | -10 | 0.6 | -0.5 | 1.7 | 0.4 | 4 | -1.4 | 1.5 | 1
C=CCNC(=O)NC(=O)COC(=O)[C@H](C)NS(=O)(=O)c1c(C)c(C)cc(C)c1C | 1 | 5 | 0 | 1.8 | -1.6 | -3.1 | 0.8 | 0 | -0.8 | 0.5 | 8
Cc1c(Cl)cccc1NCC(=O)Nc1ccc(Cl)cc1F | 8 | -3 | 5 | -1.0 | -2.1 | 2.8 | -0.9 | 4 | -0.9 | 3.5 | 1
CSc1nnc2c(n1)OC=Nc1ccccc1-2 | 8 | -5 | 6 | 0.1 | 2.4 | 0.6 | -0.3 | 2 | 0.3 | -1.1 | -6
Cc1ccc(S(=O)(=O)c2nc(-c3ccccc3Br)oc2N(C)C)cc1 | 10 | -2 | -5 | 0.2 | -1.5 | -0.1 | 0.3 | 5 | -0.4 | -1.6 | 13
O=C(NCCO)c1ccc2nc(-c3ccco3)c(-c3ccco3)nc2c1 | -3 | -2 | 1 | -0.6 | -0.9 | -0.4 | -1.0 | 5 | -0.8 | -2.4 | -25
CCOc1ccc(OCc2ccc(C(=O)N3CCCC3)o2)cc1 | -1 | 0 | -4 | -0.7 | 1.7 | 2.6 | 0.3 | 3 | -1.4 | 3.8 | -10
CC1CCCCC1NC(=O)/C(C#N)=C/c1ccc(OCC(N)=O)cc1 (centres undefined) | 12 | -2 | 2 | 0.0 | 0.3 | -4.3 | 0.1 | 1 | -1.1 | -0.8 | 2
COC(=O)c1ccc(/C=C/C(=O)OCC(=O)Nc2cc(C)on2)cc1 | -7 | 4 | 1 | 1.1 | 0.6 | -2.4 | 1.2 | 0 | -0.8 | -1.1 | 0
Cc1nn(-c2ncc(C(F)(F)F)cc2Cl)c(=O)n1-c1c(F)cccc1F | 10 | 0 | 5 | -0.9 | 3.3 | 0.0 | -0.2 | 3 | -0.3 | 1.9 | -5
COc1cccc(N2CCN(Cc3nc(N)nc(Nc4ccccc4)n3)CC2)c1 | -10 | 0 | 0 | -1.3 | -1.5 | -3.1 | -0.2 | 0 | -2.1 | 1.6 | 6
CC(C)(C)c1csc(NC(=O)c2ccc(Br)o2)n1 | -4 | 5 | -4 | 0.2 | -1.0 | 2.8 | -0.2 | -4 | 0.2 | 4.2 | -1

Screening results from PubChem.
